CHRM1 PAM – potentiates human M1 receptor response to acetylcholine | P11229 | activation, % at 3 µM | 360,000 tested, 0.088% active | AID 588819 | CHO-K1 hM1, Fluo-8 calcium fluorescence, ACh EC20; 0% = ACh EC20, 100% = maximal ACh; in the data active means activation above about 19%, passing the limit was not always enough
CHRM4 agonist – agonists of human muscarinic M4 receptor (CHRM4) | CHO-K1 hM4/Gqi5, Fluo-8 calcium fluorescence; vehicle 0%, full acetylcholine response 100% | P08173 | activation, % at 3 µM | 360,000 tested, 0.14% active;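 active means activation above the run mean over all test wells plus 3 SD, cut at about 32% in these data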;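 further: peak over basal fluorescence ratio per well then scaled between controls; 0% = DMSO wells and 100% = acetylcholine at EC100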
Target sequence (P08173 whole entry, looked up): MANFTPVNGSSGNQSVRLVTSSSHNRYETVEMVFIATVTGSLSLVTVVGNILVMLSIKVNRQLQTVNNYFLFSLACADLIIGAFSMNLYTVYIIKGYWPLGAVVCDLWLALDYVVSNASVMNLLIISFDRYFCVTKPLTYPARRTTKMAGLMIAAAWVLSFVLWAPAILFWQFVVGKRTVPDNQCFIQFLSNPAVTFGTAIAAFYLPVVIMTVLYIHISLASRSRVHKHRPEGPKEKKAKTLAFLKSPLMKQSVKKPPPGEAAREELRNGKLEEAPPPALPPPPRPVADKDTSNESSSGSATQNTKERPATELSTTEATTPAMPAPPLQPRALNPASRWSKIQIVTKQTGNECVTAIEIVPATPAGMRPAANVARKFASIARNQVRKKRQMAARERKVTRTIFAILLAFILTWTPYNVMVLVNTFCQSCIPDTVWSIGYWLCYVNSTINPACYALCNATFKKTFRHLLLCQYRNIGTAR
TAAR1 ag – agonists of human TAAR1; CHO RD-HGA16 TAAR1, Fluo-8 calcium fluorescence; vehicle wells 0%, saturating PEA agonist 100%; 360,000 tested, 0.99% active; activation, % at 3 µM;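 active means activation above the mean activation of all test compounds in the run plus 3 SD, cut at about 38% in these data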
Target sequence (Q96RJ0 whole entry, looked up): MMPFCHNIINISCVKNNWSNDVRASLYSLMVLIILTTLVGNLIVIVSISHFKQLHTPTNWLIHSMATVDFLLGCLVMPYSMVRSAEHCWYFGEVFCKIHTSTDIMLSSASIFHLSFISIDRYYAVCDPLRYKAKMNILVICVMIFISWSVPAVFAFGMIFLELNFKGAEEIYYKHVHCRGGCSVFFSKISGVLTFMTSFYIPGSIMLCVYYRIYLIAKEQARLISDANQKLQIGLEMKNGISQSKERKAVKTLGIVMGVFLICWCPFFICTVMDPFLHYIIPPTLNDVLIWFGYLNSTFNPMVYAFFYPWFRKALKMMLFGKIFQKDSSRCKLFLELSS
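Test system: RD-HGA16 (CHO) cells co-expressing Gα16 and hTAAR1 / Benchmarks: DMSO vehicle as 0%, PEA at EC100 as 100% / Repeats: no replicates (n 1) / Measure: % activation from peak over basal fluorescence ratio, DMSO-to-PEA scaled / Timing: 17-24 h plating, Fluo-8 75 min 37 °C, 30 min RT / Technique: kinetic Fluo-8 calcium fluorescence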
M1 antag – blocks human M1 muscarinic receptor; 360,000 tested, 1.3% active; inhibition, % at 3 µM; P11229; CHO-K1 hM1, Fluo-8 calcium fluorescence, ACh EC80 antagonist;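 active means percent inhibition above its own plate's cutoff, namely the mean of that plate's compound wells plus 3 SD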;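 further: peak over basal fluorescence ratio during 140 s after agonist addition; 0% = ACh EC80 plus DMSO and 100% = DMSO alone without agonist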
CHRM5 antagonist – blocks acetylcholine activation of human M5 receptor; P08912; CHO-hM5 cells, Fluo-8 calcium fluorescence, ACh EC80; inhibition, % at 3 µM; 360,000 tested, 0.59% active;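 active means inhibition above a per-plate cutoff, the mean of that plate's test compounds plus 3 SD, cut at about 27% in these data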;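 further: 0% = acetylcholine EC80 with DMSO and 100% = DMSO without agonist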
M5 ag – agonists of human muscarinic M5 receptor (CHRM5); P08912; CHO-K1 hM5 cells, Fluo-8 calcium fluorescence; 0% DMSO wells, 100% maximal acetylcholine response; activation, % at 3 µM; 360,000 tested, 0.19% active;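 active means activation above the run's mean over test compounds plus 3 SD, cut at about 23% in these data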;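 further: signal is peak over basal fluorescence ratio across the kinetic read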
CHRM5 PAM – potentiates acetylcholine response at human M5 receptor; 360,000 tested, 0.3% active; activation, % at 3 µM; CHO-K1 hM5, Fluo-8 calcium, ACh EC20 PAM; 0% = ACh EC20, 100% = ACh EC100; AID 624038;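 active means activation above the run cutoff, the mean activation of all test compounds plus 3 SD, cut at about 18% in these data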
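system = human M5 receptor in CHO-K1 cells | reagent = EC20 acetylcholine as agonist stimulus | compound dosing = single-point, 3 µM nominal | incubation = Fluo-8 loading 80 min at 37 °C plus 30 min room temperature | detection = Fluo-8 calcium dye fluorescence, kinetic read | benchmarks = low control EC20 acetylcholine (0%), high control EC100 acetylcholine (100%)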
M1 ag – activates human CHRM1 receptor. CHO-K1 hM1, Fluo-8 calcium fluorescence, agonist mode; 0% DMSO, 100% acetylcholine EC100. 360,000 tested, 0.33% active. AID 588814. activation, % at 3 µM. P11229;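 active means activation above the run's mean compound activation plus 3 SD, cut at about 16% in these data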;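 further: peak over basal fluorescence ratio within a 140 s kinetic read after compound addition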
M4 antag – blocks acetylcholine activation of human M4 receptor; P08173; 360,000 tested, 0.73% active; CHO-hM4 cells, ACh EC80, Fluo-8 calcium fluorescence; inhibition, % at 3 µM;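 active means inhibition above its plate's cutoff, the mean inhibition of sample wells plus 3 SD, cut at about 27% in these data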;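 further: 0% = acetylcholine EC80 with DMSO and 100% = DMSO without agonist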
Numbers without * were called inactive; / = not tested or not shown. Some of the compounds tested; count on the stated rates, not on these rows.

Results follow in this order: CHRM1 PAM	CHRM4 agonist	TAAR1 ag	M1 antag	CHRM5 antagonist	M5 ag	CHRM5 PAM	M1 ag	M4 antag
O=C(Nc1nccs1)C1CCN(S(=O)(=O)c2ccc(F)cc2)CC1
  6	5	5	-12	0	1	-1	0	-19
NC(CSC(c1ccccc1)(c1ccccc1)c1ccc2c(c1)OCO2)C(=O)O (stereo unspecified)
  -7	-2	-2	2	-1	-3	-6	-9	-4
COc1ccc(/C=C2\SC(=N)N(c3ccc(F)cc3)C2=O)cc1OC
  -15	12	0	8	12	1	-14	-6	5
COc1ccc(CCNC(=O)CSc2cn(Cc3cccc(C)c3)c3ccccc23)cc1OC
  6	8	0	-14	5	-1	-7	-5	1
COc1ccc(N2CCN(CCS(=O)(=O)c3cc(Cl)ccc3Cl)CC2)cc1
  11	2	-1	-12	-1	-3	5	-1	3
COc1ccc([C@@H]2[C@H]3C(=O)N(c4cccc(C(F)(F)F)c4)C(=O)[C@H]3ON2C)cc1
  12	1	2	-17	-11	-1	5	-6	-10
CCn1c(CCCOc2ccc(Cl)cc2Cl)n[nH]c1=S
  3	4	5	-3	7	3	-4	-1	-6
CCN1C(=O)c2cccc3cccc1c23
  0	0	1	1	-7	-4	1	-6	-8
Cc1c(C=O)c2ccccc2n1CC(=O)NCc1ccccc1
  -9	18	5	10	23	0	-21	-6	5
O=C(CN1CCN(c2ncccn2)CC1)NCc1ccc2c(c1)OCO2
  9	1	0	-12	-3	-4	4	-7	-3
O=C(O)Cn1nnnc1SCC(=O)Nc1ccc(F)cc1F
  -5	0	0	-1	-17	1	1	-1	-10
O=[N+]([O-])c1ccc(NCc2ccccc2N2CCC(CO)CC2)nc1
  -9	2	9	0	6	1	-10	-2	-2
COC(=O)CSc1nc2ccc(NC(C)=O)cc2s1
  -1	1	10	-14	-12	-3	10	-3	-13
CC(NC(=O)c1ccc(S(=O)(=O)N(C)C)cc1)c1ccccc1 (stereo unspecified)
  -2	2	4	7	-13	0	0	-2	-4
Cc1cc(N2C(=O)C(O)=C(C(=O)c3ccc(C)o3)C2c2cccc(Cl)c2)no1 (stereo unspecified)
  7	-2	-2	-9	11	1	2	-2	-11
O=C(N/N=C1\CC2CC=CC12)c1ccc(COc2ccccc2)cc1 (stereo unspecified)
  9	3	2	-6	3	-1	-2	-7	-4
NC(=O)NC(=O)COC(=O)/C=C/c1cccs1
  2	0	3	-13	0	4	8	-4	-1
CC(Sc1nnc2ccccn12)C(=O)Nc1ccc(N2CCOCC2)cc1 (stereo unspecified)
  14	1	1	-15	1	2	6	1	-4
CC(=O)c1cccc(NC(=O)c2ccc3c(Cl)c4c(nc3c2)CCCC4)c1
  2	1	1	-8	7	-1	-4	-8	4
CC(=O)c1cccc(NC(=S)NC(=O)c2ccccc2)c1
  3	1	-2	-7	5	1	-2	0	1
Cc1c(C(=O)NCc2ccccc2C(F)(F)F)sc(=O)n1Cc1ccc2c(c1)OCO2
  -2	2	5	1	5	3	-3	-2	-3
O=C(Cn1cc(C(=O)c2cccs2)c2ccccc21)NC1CCCCC1
  2	1	13	3	5	0	-8	-3	15
Cc1ccc(S(=O)(=O)C[C@@H]2OC[C@H](Cc3ccccc3)N2S(=O)(=O)c2ccc(C)cc2)cc1
  /	3	0	/	11	-3	-10	/	9
CC(C)NC(=O)c1cc(C2CCCCN2C(=O)c2ccc(C#N)cc2)on1 (stereo unspecified)
  3	2	2	-10	4	0	-4	-8	-13
C=CCSc1nnc2n(CCc3ccccc3)c(=O)c3c4c(sc3n12)COC(C)(C)C4
  13	0	8	-8	-2	-1	0	-2	-1
CCCc1cc(=O)[nH]c(SCC(=O)NC)n1
  4	2	5	1	1	1	-2	-4	-3
Cc1ccc(OCC(=O)Nc2ccc(N3CCN(C(=O)c4ccco4)CC3)cc2)cc1
  -4	21	7	6	15	3	-26	4	-6
Cc1ccc2cc(C3CC(c4ccco4)=NN3C(=O)CCC(=O)O)c(Cl)nc2c1 (stereo unspecified)
  0	0	2	-2	7	-1	-1	-2	3
NC(=O)c1ccc(SCC(=O)OCC(=O)N2CCCC2=O)c([N+](=O)[O-])c1
  -3	0	1	10	-10	4	5	-1	9
CCOC(=O)c1cc(-c2csc(Nc3c(C)cc(C)cc3C)n2)on1
  12	0	-2	-15	-9	6	10	-5	2
C=CCN1C(=O)C2(OCCCO2)c2cc(C)ccc21
  6	1	1	-16	-3	2	20*	-3	0
Cc1ccc(N(CC(=O)Nc2ccc(C)cc2C)S(=O)(=O)N2CCCC2)cc1
  3	6	3	9	-1	3	-6	-3	-11
CC(NC(=O)CCN1C(=O)c2ccccc2C1=O)c1ccc2c(c1)CCCC2 (stereo unspecified)
  7	0	13	-4	3	-3	-1	-6	-4
CCc1nnc(NC(=O)Cc2cc(OC)c(OC)c(OC)c2)s1
  -1	0	0	17	4	6	0	-2	4
CCNC(=O)C1CCCN(C(=O)c2cc(F)cc(F)c2)CC1 (stereo unspecified)
  3	1	2	-11	-6	0	4	-2	-12
O=C(CCC1CCCCC1)NCc1cccs1
  -4	0	10	-18	-11	-9	6	-5	-13
Cc1cccc(NC(=O)CCNS(=O)(=O)c2ccc(Cl)cc2)c1
  -2	2	-1	8	0	-2	-3	-5	-6
O=C(O)CCCN1C(=O)c2cccc3cccc(c23)C1=O
  11	1	2	-15	2	0	0	-5	2
O=C(c1cn(-c2ccccc2)nc1-c1cccs1)N1CCN(c2ccccn2)CC1
  0	9	11	9	5	-8	-32	0	5
CCOC(=O)CNC(=O)N1CCC(CCC(=O)N(C)Cc2ccccc2)CC1
  13	0	1	-10	-5	7	12	-3	2
Cc1cc2ncn(-c3ncnc4sc5c(c34)CCC(C)C5)c2cc1C (stereo unspecified)
  5	0	14	-2	10	-1	-2	-6	-3
C=CCn1c(COc2cccc3cccnc23)nnc1SCC(=O)OC
  1	1	3	-2	-2	0	1	-6	-4
CCOC(=O)COc1ccc2c(c1)c(C(C)=O)c(C)n2-c1ccc(OC)cc1
  -2	6	-2	5	2	-5	-2	-6	-11
COc1ccc(NC(=O)C(=S)N2CCCC2)cc1
  8	2	3	-9	-8	2	8	-3	-17
CCOC(=O)c1[nH]cnc1C(=O)Nc1ccc(F)cc1
  8	3	2	-11	4	1	5	-3	-8
C=CCn1c(SCC(=O)c2cccs2)nc2sc(C)cc2c1=O
  -12	8	10	22	14	1	-20	0	7
CC1(C)CC(=O)N(c2cc(Cl)cc(Cl)c2)C(=O)C1
  7	-1	3	-9	5	-5	-5	-2	3
O=C(Nc1cccnc1)Nc1ccc2c(c1)OCO2
  1	0	9	-3	6	-2	-6	2	12
CCn1nnc(-c2ccccc2NS(=O)(=O)c2ccc(C(=O)OC)cc2)n1
  -17	20	0	10	9	-1	-22	-6	1
Cc1ccc(-n2nnnc2SC(C(=O)c2c[nH]c3ccccc23)c2ccccc2)cc1 (stereo unspecified)
  4	0	2	2	-3	0	1	-2	5

(cont.)
Results follow in this order: CHRM1 PAM	CHRM4 agonist	TAAR1 ag	M1 antag	CHRM5 antagonist	M5 ag	CHRM5 PAM	M1 ag	M4 antag
Cc1cc(C)c2nc(N3CCC(C(=O)NCCCN4CCCC4=O)CC3)sc2c1
  1	0	-2	-9	4	-10	0	-5	8
COc1ccccc1CNC(=O)c1ccc(Cl)c(S(=O)(=O)N2CCCC2)c1
  2	15	8	-5	-2	0	0	-3	-5
CC(=O)N1CCN(Cc2nc3cc(NC(=O)c4ccc(Cl)cc4)ccc3n2C)CC1
  15	0	5	-7	-1	-1	-1	3	-5
O=C(CN1C(=O)S/C(=C/c2cccnc2)C1=O)N1CCOCC1
  8	-1	4	-10	-6	0	2	0	6
CCN(CC)C(=O)c1sc(NC(=O)c2ccco2)c(C#N)c1C
  -3	1	0	3	1	4	1	-1	-1
Nc1c(NCc2ccccc2)c(=O)[nH]c(=O)n1Cc1ccccc1
  8	1	/	-38	-8	-3	0	-3	-10
CC(C)n1c(SCC(=O)NCc2ccco2)nnc1C1CC1
  10	0	1	-10	-8	-2	1	-3	-5
Cc1ccccc1OCc1nnc(SCc2nc3ccccc3c(=O)[nH]2)n1C
  6	-1	3	0	3	0	-3	-5	49*
CC(=O)Nc1ccc(-c2cc(NC(C)=O)n(-c3ccccc3)n2)cc1
  2	1	2	-17	-6	-1	-4	0	-7
O=C(CCN1C(=O)/C(=C/C=C/c2ccccc2)SC1=S)Nc1nc2ccccc2s1
  9	1	2	-8	-21	-1	7	-4	-11
COc1ccc(/C=C2\N=C(C)N(c3ccc(C(=O)O)cc3)C2=O)cc1OC
  11	0	1	-4	1	-1	2	-5	0
O=C(NCC(=O)N(Cc1ccc(F)cc1)C(C(=O)NC1CCCC1)c1ccco1)c1ccco1 (stereo unspecified)
  6	4	9	-6	0	-7	-2	-2	3
CC(C)c1csc(CN2CCCC(CCC(=O)NCc3ccccc3F)C2)n1 (stereo unspecified)
  -16	3	-1	5	-4	-1	-2	-12	3

Single values from the list.
Nc1c(NCc2ccccc2)c(=O)[nH]c(=O)n1Cc1ccccc1 | CHRM4 agonist = 1
CC(C)n1c(SCC(=O)NCc2ccco2)nnc1C1CC1 | CHRM1 PAM = 10
